# SIAE primary: human SIAE inhibitors, primary screen, biochemical, fluorescence polarization, FP-Rh probe, 1536-well HTS | inhibition, % at 9.66 µM | SIAE FP-Rh probe binding | 370,000 compounds, 0.69% hits | AID 1053197, 2014 | Sialate O-acetylesterase (Homo sapiens), Q9HAT2;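 active = inhibition above a cutoff: mean of compounds within the control limits plus 3 SD of those, cut at about 17% in these data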;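 note: 0% = plate median of compound wells and 100% = probe without SIAE protein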
# NPR2 activator: human GC-B receptor activators, primary screen, HEK293 GC-B cells, cGMP TR-FRET, EC30 CNP; Atrial natriuretic peptide receptor 2 (Homo sapiens), P20594; AID 1920062, 2024; 0% at EC30 CNP, 100% saturating CNP; 370,000 compounds, 0.11% hits; activation, % at 10 µM;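 active = activation at 10 µM reaching about 35% in either raw or pattern-adjusted values, limit read from the data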
# TCR CD3 inh: inhibitors of human TCR-CD3 interaction, primary screen, biochemical, fluorescence, TAMRA-labeled TCR probe | T-cell receptor (TCR) | 360,000 compounds, 0.37% hits | inhibition, % at 9.4 µM; in the data active = inhibition above about 19%;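 note: recombinant mutant TCR 2C K166C tagged with TAMRA read by polarization; 0% = receptor in buffer alone and 100% = receptor with positive control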
# GC-A act: GC-A stimulated cGMP production enhancers – HEK293 GC-A cells, cGMP TR-FRET, EC30 ANP, primary screen; Atrial natriuretic peptide receptor 1 (Homo sapiens), P16066; 0% at EC30 ANP, 100% saturating ANP; activation, % at 10 µM; 370,000 compounds, 0.14% hits; in the data active = activation above about 40%
# Target sequence (P16066 whole entry, looked up): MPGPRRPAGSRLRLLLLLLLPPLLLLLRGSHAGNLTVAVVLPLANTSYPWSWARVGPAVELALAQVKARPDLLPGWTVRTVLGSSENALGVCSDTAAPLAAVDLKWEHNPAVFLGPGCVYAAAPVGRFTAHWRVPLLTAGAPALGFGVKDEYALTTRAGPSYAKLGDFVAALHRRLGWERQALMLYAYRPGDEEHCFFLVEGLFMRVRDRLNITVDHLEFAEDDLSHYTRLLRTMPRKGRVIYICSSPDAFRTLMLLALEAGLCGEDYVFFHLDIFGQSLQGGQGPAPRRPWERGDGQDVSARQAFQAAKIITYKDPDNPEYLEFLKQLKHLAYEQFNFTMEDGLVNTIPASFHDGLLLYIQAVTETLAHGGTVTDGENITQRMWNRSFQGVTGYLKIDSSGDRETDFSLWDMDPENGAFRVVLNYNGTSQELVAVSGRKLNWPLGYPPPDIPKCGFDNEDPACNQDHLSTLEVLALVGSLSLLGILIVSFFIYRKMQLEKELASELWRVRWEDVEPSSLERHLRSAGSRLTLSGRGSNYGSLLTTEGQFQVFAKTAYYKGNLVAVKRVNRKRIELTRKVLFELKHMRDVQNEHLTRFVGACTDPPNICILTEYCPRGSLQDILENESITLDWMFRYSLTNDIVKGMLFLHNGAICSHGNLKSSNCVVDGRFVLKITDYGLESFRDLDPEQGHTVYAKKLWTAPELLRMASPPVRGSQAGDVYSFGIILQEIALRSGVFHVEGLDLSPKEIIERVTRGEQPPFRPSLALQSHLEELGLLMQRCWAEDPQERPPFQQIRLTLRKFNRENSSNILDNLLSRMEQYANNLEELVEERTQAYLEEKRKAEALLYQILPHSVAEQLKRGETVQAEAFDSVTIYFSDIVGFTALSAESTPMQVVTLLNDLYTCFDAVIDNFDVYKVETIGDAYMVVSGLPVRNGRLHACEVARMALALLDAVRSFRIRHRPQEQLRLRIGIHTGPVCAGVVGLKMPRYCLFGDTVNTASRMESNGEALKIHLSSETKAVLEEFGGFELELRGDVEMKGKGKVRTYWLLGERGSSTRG
# UHRF1 MBD2 ctr: UHRF1 methylated DNA binding inhibitors, primary screen, counter-screen for MBD2 inhibitor project, biochemical, TR-FRET, human UHRF1, single concentration | E3 ubiquitin-protein ligase UHRF1 (Homo sapiens), Q96T88 | UHRF1 binding to methylated oligo | inhibition, % at 4.4 µM | 370,000 compounds, 0.75% hits; in the data active = inhibition above about 21%;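 note: UHRF1 SRA domain binding a hemimethylated CpG hairpin DNA probe; 0% = median of test compound wells and 100% = reference inhibitor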
# rCAG RNA binder: binders of r(CAG) RNA repeats, primary screen, biochemical, fluorescence | r(CAG) RNA repeat, TO-PRO-1 dye displacement fluorescence | inhibition, % at 3 µM | 370,000 compounds, 1.3% hits;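 active = inhibition above the plate cutoff, the mean of all test compounds on that plate plus 3 SD, cut at about 35% in these data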;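 note: 0% = DMSO alone and 100% = 100 µM mitoxantrone as full dye displacement; higher means more dye released from RNA so lower well fluorescence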
# MBD2 inh: inhibitors of MBD2 binding to methylated DNA, primary screen, biochemical, TR-FRET, DNA-binding domain, human. 370,000 compounds, 0.31% hits. AID 686964, 2013. inhibition, % at 4.4 µM. Methyl-CpG-binding domain protein 2 (Homo sapiens), Q9UBB5. MBD2 binding to methylated oligonucleotide; in the data active = inhibition above about 13%
# HTRA1 inhibitor: HTRA1 serine protease inhibitors, primary screen, biochemical, fluorescence polarization, HTS; Q92743; recombinant HTRA1, FP-rhodamine activity-based probe; inhibition, % at 5.96 µM; 340,000 compounds, 0.5% hits; AID 504803, 2011; in the data active = inhibition above about 36%;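 note: 0% = enzyme with DMSO and 100% = wells lacking enzyme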
# ABHD4 inh: ABHD4 inhibitors, primary screen, biochemical, fluorescence polarization, mouse. AID 720543, 2013. purified mABHD4, FP-Rh probe fluorescence polarization. 370,000 compounds, 0.54% hits. inhibition, % at 8.92 µM;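 active = inhibition exceeding the mean over every tested compound plus 3 SD, cut at about 30% in these data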;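 note: 0% = plate median of compound wells and 100% = S159A mutant with DMSO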
#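 System: mouse ABHD4 enzyme, wild type / Medium: HEPES pH 7.0, NaCl, Pluronic buffer / Reagent: FP-Rh activity-based fluorescent probe / Control set: S159A mutant high control, sample median low control / Detection: fluorescence polarization with parallel and perpendicular emission, 525/598 nm / Schedule: 45 min + 60 min at 25 °C / Compound dosing: 8.92 µM, single dose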
# PRMT1 FP inh: PRMT1 methyltransferase inhibitors, primary screen, biochemical, fluorescence polarization | 370,000 compounds, 1.3% hits | Protein arginine N-methyltransferase 1 (Homo sapiens), Q99873 | inhibition, % at 2.79 µM | recombinant PRMT1, activity-based probe fluorescence polarization | AID 652257, 2013;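 active = inhibition above about 21% made by adding two undisclosed values, limit read from the data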
# * hit, by the source's call; . = not tested or not shown. These rows are one share of the data (hit frequency here may not be typical).
cpd	mol	SIAE primary	NPR2 activator	TCR CD3 inh	GC-A act	UHRF1 MBD2 ctr	rCAG RNA binder	MBD2 inh	HTRA1 inhibitor	ABHD4 inh	PRMT1 FP inh
1	CC(C)(C)OC(=O)NCCCC[C@H](NC(=O)c1nc[nH]c1C(=O)N1CCN(C(=O)OC(C)(C)C)CC1)C(=O)OC(C)(C)C	4	4	0	1	0	-9	2	-3	-2	1
2	COc1ccc([C@@H]2Sc3ccccc3N(CCN(C)C)C(=O)[C@@H]2OC(C)=O)cc1	-1	5	5	1	0	-1	3	3	3	4
3	O=C(O)c1ccccc1SC1CC(=O)N(c2ccccc2)C1=O (centres undefined)	0	4	0	3	-2	-2	2	-2	10	66*
4	C/C(CC(=O)N1CCN(C=O)CC1)=N\NC(=O)c1cc2ccccc2cc1O	20*	-2	13	1	7	53*	0	39*	40*	2
5	Oc1ccc(Br)cc1CNn1cnnc1	-6	4	8	0	-1	1	-2	0	10	0
6	O=C(C(=O)N1CCC(CNS(=O)(=O)Cc2ccccc2)CC1)c1cccs1	-3	4	-2	-1	-1	2	-5	.	-6	-3
7	CCCC(=O)Nc1c(-c2cccc(OC)c2)c(=O)c2ccccc2n1C	1	2	-3	0	2	0	5	2	-3	3
8	Cc1nc2ccccc2n1CC(=O)c1ccc(O)c(O)c1	2	-3	45*	1	13	-1	9	14	16	2
9	COc1ccccc1Oc1ccc(S(=O)(=O)Nc2cccnc2)cc1	1	1	8	-3	10	6	-2	3	3	0
10	COc1cc(NC(=O)CCc2nc(-c3cccs3)no2)cc(OC)c1OC	-6	-8	-2	3	0	-4	1	6	0	-3
11	COc1ccc2cc(CO)n(C)c2c1	11	-1	7	3	-8	6	-3	42*	2	0
12	O=C(CSc1nccn(-c2ccc(Br)cc2)c1=O)Nc1ccccc1F	-17	0	1	4	-2	2	-2	2	-5	46*
13	O=C(Cc1c(F)cccc1Cl)NNC(=S)Nc1ccc(S(=O)(=O)Nc2ncccn2)cc1	2	3	17	1	0	2	2	3	7	-1
14	CC1CCc2sc(C(=O)OCC(=O)NCc3ccccc3)cc2C1 (centres undefined)	7	-7	-3	-7	1	-3	4	-11	4	1
15	CCCCC12CN3CCN(CC(C3)/C1=N\NC(=O)Nc1ccccc1)C2	-2	-2	0	13	0	-6	-2	9	-3	-1
16	c1ccc(CCSc2ncnc3nc[nH]c23)cc1	4	1	1	4	-1	0	2	-1	2	-3
17	O=C(Oc1ccc(C(=S)N2CCOCC2)cc1)c1ccccc1	5	2	-4	2	-3	-7	4	-6	3	-4
18	N#C/C(=C/c1cccs1)c1nc2ccccc2[nH]1	-2	-5	2	4	-7	3	-4	-23	-3	0
19	COC(=O)Cc1c(C)nc(SCc2ccccc2)[nH]c1=O	0	-4	4	-6	0	0	3	6	7	0
20	CCNC(=S)N/N=C/c1cc(C)ccc1C	6	14	-1	12	0	-3	0	-5	6	1
21	CC1CCN(c2ccc(/C=N\Nc3nncn3N)cc2[N+](=O)[O-])CC1	13	-3	2	-4	4	2	-6	12	2	1
22	COC(=O)C(NC(C)=O)(Nc1cccc(C)n1)C(F)(F)F (centres undefined)	0	1	6	1	2	-2	-5	2	2	0
23	CCOc1ccc(CN(C)CC(=O)NCc2ccc(F)cc2)cc1	3	-6	2	0	1	-3	6	-1	-7	-4
24	O=C(N/N=C/c1cc(Cl)ccc1O)c1ccc(Br)cc1	-10	-1	8	-3	-3	8	2	17	14	-4
25	CC(C)(C)NS(=O)(=O)c1ccc2[nH]c3c(c2c1)CCCCC3	-2	6	3	3	1	3	5	-11	6	3
26	CCOC(=O)c1c(C)[nH]c(C(=O)OCC(=O)N(C)C2CCS(=O)(=O)C2)c1C (centres undefined)	3	-4	-1	1	5	0	-5	-1	7	2
27	c1ccc(-n2ncc3c(N4CCN(c5ccccn5)CC4)nc(N4CCCCCC4)nc32)cc1	-2	6	3	-2	0	1	-2	-3	2	1
28	COCCNC(=S)N(C)[C@H]1C[C@H]2c3[nH]c4c(-c5cccc(C)c5)cccc4c3CCN2C[C@H]1[C@H](C)O	4	2	.	12	-5	7	-10	.	11	6
29	O=C(NC1CCCCC1)C1CCN(S(=O)(=O)N2CCCCCC2)CC1	1	2	5	1	2	-1	4	-2	-2	-2
30	CN(Cc1ccc(Cl)c(Cl)c1)C(=O)c1ccccc1SCC(=O)N1CCCC1	-1	-1	-1	-8	-1	-12	-1	-1	2	1
31	COc1ccc(N(CC(=O)Nc2cc(Cl)ccc2OC)S(=O)(=O)c2c(C)noc2C)cc1	-6	-12	9	-4	-2	7	-4	-40	-13	0
32	O=C(Cn1c2ccccc2c2nc3n(c(=O)c21)CCCS3)Nc1ccccc1	-3	-1	0	4	3	18	1	-3	-3	2
33	Cc1noc(C)c1COc1ccccc1C(=O)N(C)CC(=O)Nc1ccc(F)c(F)c1F	1	1	-5	3	0	0	-1	8	-4	-6
34	O=C1NC[C@H](CCCCN2CCN(CC3CCCCC3)C(=O)C2=O)N(CCC2CCCCC2)C1=O	6	4	-1	2	0	-2	0	.	2	6
35	COc1cc2cc(CN(Cc3cccnc3)C(=O)NCc3ccccc3)c(=O)[nH]c2cc1OC	-3	5	-6	1	3	-2	-1	-1	-10	4
36	O=C(Nc1ccc(Br)cc1Cl)NC1CC1	-5	-5	-3	0	4	1	4	-1	12	2
37	O=C(NCc1cn2ccccc2n1)c1ccccc1	4	1	5	-4	-4	-4	2	2	0	-4
38	CC1(C)CC(=O)C2=C(C1)OC(N)=C(C#N)C2c1cc2c(cc1[N+](=O)[O-])OCO2 (centres undefined)	5	-8	4	-15	-24	-54	-8	8	34*	58*
39	COc1ccc2oc(C(=O)NCC(Cc3ccccc3)N(C)C)c(C)c2c1 (centres undefined)	2	-1	1	-4	1	-3	-2	-12	7	-1
40	CCNC(=O)C1(C)CCN(Cc2ccc(-c3ccccc3)cc2)C1 (centres undefined)	8	-3	-5	-4	-1	-3	-7	.	6	2
41	NCCCCCC(=O)N/N=C/c1ccc2nccnc2c1	5	-4	-14	-2	-3	1	-10	8	0	1
42	CCc1ccc(OCC(=O)NC(C)(C)C)cc1	2	-2	1	2	-3	0	3	-6	-3	-1
43	COC(=O)CN(n1cnnc1)S(=O)(=O)c1ccccc1	-2	4	-4	2	0	2	1	-4	3	0
44	COc1cc2c(NCCCCCO)ncnc2c(OC)c1OC	-1	4	7	0	1	0	0	5	-2	-6
45	COc1ccc(NC(=S)c2ccc(N(C)C)cc2)cc1	7	6	-3	0	-1	-1	1	6	3	-1
46	O=C(O)c1ccccc1C(=O)c1ccc(N2CCCC2)c([N+](=O)[O-])c1	-8	4	2	1	-2	6	-7	6	1	1
47	Cc1ccc(NC(=O)C2CC(=O)n3ncnc3N2)cc1C (centres undefined)	15	0	-4	6	2	1	3	5	2	6
48	O=C(CCNC(=O)c1ccc(Cl)cc1)NC1CCCc2ccccc21 (centres undefined)	-3	0	5	-1	2	0	3	3	2	-2
49	Cc1ccc(CS(=O)(=O)CCC(=O)NCC2CCCO2)cc1 (centres undefined)	-7	4	-6	2	3	-3	3	2	-2	1
50	Oc1ccc(-c2nccc(-c3ccc(Cl)cc3)n2)cc1	-16	-2	0	0	0	11	4	-43	-41	2

# Exported field by field: entries from further up
[35] COc1cc2cc(CN(Cc3cccnc3)C(=O)NCc3ccccc3)c(=O)[nH]c2cc1OC
  SIAE primary: -3	NPR2 activator: 5	TCR CD3 inh: -6	GC-A act: 1	UHRF1 MBD2 ctr: 3	rCAG RNA binder: -2	MBD2 inh: -1	HTRA1 inhibitor: -1	ABHD4 inh: -10	PRMT1 FP inh: 4
[45] COc1ccc(NC(=S)c2ccc(N(C)C)cc2)cc1
  SIAE primary: 7	NPR2 activator: 6	TCR CD3 inh: -3	GC-A act: 0	UHRF1 MBD2 ctr: -1	rCAG RNA binder: -1	MBD2 inh: 1	HTRA1 inhibitor: 6	ABHD4 inh: 3	PRMT1 FP inh: -1

# The list continues.
# Every second line gives: SIAE primary	NPR2 activator	TCR CD3 inh	GC-A act	UHRF1 MBD2 ctr	rCAG RNA binder	MBD2 inh	HTRA1 inhibitor	ABHD4 inh	PRMT1 FP inh
51. CCC(C)CCN1C(N(C)C)=NC[C@@H]1C (some centres undefined)
  -2	-3	4	4	-2	-1	-5	0	-2	-2
52. O=S(=O)(c1cnc[nH]1)N1CCN(c2ccccc2)CC1
  0	3	-1	5	1	1	-2	-5	3	-5
53. CC(=O)N1CCN(c2ccc(S(=O)(=O)NCCN(C(C)C)C(C)C)cc2[N+](=O)[O-])CC1
  -1	1	1	-1	-4	1	-7	4	1	-1
54. CCCCN(CC)C(=O)c1ccc(-c2ccccc2)cc1
  -2	-3	4	2	-3	-5	-8	-16	-3	-5
55. Cc1cccc(C)c1NC(=O)C(NC=O)c1ccc(Cl)cc1 (centres undefined)
  -3	-4	0	1	0	-5	-6	-1	3	-1
56. COc1c(Cl)cc(Cl)cc1C(=O)n1nc(C)cc1C
  -6	0	-1	0	-1	-3	4	-4	3	-1
57. Cc1csc(NC(=O)c2cc([N+](=O)[O-])cc([N+](=O)[O-])c2)n1
  -1	-5	0	0	-1	5	-2	-2	4	1
58. O=C(CN1C(=O)NC2(CCOc3ccccc32)C1=O)Nc1ccc(F)c(F)c1F (centres undefined)
  -1	2	-12	0	1	-1	5	4	3	1
59. Cc1cc(C)c(C#N)c(SC2CCCCC2=O)n1 (centres undefined)
  4	-2	-5	1	1	-2	-1	-1	-3	5
60. Clc1ccc(CSc2nncn2-c2ccc3c(c2)OCCO3)cc1
  5	0	-4	-5	1	-5	5	-13	-2	-3
61. CC1CN(C(c2ccco2)c2sc3ncnn3c2O)CC(C)O1 (centres undefined)
  -1	-3	1	4	0	5	-2	9	2	2

# Arranged by value in GC-A act (largest number first): three from the list above
no.	canonical_smiles	GC-A act
54	CCCCN(CC)C(=O)c1ccc(-c2ccccc2)cc1	2
55	Cc1cccc(C)c1NC(=O)C(NC=O)c1ccc(Cl)cc1 (centres undefined)	1
57	Cc1csc(NC(=O)c2cc([N+](=O)[O-])cc([N+](=O)[O-])c2)n1	0
